Source: PubChem BioAssay (National Center for Advancing Translational Sciences (NCATS))
NPSR antag: qHTS Assay for Antagonists of the Neuropeptide S Receptor: cAMP Signal Transduction. Q6W5P4. CHO-NPSR cells, cAMP TR-FRET, antagonist mode. AID 1461, 2008. 220,000 compounds, 1% hits. Potency, µM (series often up to 38.3 µM), without a hit: at the highest dose activity change, negative = inhibition, most hits filed as inhibitors; further: potency means the concentration at half of the fitted maximal effect; on the % scale 0 is the no-effect control and ±100 the full control effect; nearly all actives have a fitted effect of over 50% in size; many of its hits are not listed in these tables
Target sequence (Q6W5P4 whole entry, looked up): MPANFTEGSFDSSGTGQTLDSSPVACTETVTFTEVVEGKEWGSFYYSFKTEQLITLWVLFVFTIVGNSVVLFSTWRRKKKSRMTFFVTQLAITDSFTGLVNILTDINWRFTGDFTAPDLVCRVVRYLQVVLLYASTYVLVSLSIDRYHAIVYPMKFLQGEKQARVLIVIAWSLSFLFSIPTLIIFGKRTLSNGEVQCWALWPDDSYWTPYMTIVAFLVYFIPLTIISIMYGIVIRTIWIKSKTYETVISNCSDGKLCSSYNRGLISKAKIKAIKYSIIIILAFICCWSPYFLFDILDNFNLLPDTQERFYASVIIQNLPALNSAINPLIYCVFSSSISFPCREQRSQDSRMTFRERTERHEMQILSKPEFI
CBFb-RUNX1 inh: qHTS Assay for Compounds Blocking the Interaction Between CBF-beta and RUNX1 for the Treatment of Acute Myeloid Leukemia | Runt-related transcription factor 1 (Homo sapiens) + Core-binding factor subunit beta … | AlphaScreen CBFb-His/RUNX1-biotin binding, biochemical | Potency, µM (highest dose often 59.8 µM), for the others: at the top dose activity, negative = inhibition, actives largely listed as inhibitors | 230,000 tested, under 10 active | AID 1477, 2009; further: % of control where 0% means no effect
Target sequence (Q01196 whole entry, looked up): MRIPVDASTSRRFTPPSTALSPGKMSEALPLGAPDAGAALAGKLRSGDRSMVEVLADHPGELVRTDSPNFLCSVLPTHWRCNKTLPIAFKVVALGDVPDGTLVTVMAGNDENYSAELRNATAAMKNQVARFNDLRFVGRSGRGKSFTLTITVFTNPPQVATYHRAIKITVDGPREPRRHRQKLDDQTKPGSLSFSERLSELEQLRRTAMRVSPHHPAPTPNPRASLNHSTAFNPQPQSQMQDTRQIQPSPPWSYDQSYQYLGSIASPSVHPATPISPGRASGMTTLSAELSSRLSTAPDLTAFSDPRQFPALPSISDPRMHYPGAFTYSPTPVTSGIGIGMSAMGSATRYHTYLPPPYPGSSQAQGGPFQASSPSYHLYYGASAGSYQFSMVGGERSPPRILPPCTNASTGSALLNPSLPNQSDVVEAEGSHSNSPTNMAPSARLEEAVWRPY
Target sequence (Q13951 whole entry, looked up): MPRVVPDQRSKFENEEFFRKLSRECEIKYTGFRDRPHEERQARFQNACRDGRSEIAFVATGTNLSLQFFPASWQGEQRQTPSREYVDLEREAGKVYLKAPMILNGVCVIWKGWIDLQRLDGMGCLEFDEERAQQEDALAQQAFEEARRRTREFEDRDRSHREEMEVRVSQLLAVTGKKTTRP
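Inhibition was taken as any reduction in AlphaScreen signal from the CBF-beta–RUNX1 pair (His and biotin tags, 30 nM each), measured after compound (15 min) and bead (90 min) incubations at room temperature.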
Epigenetic derep: Quantitative High-Throughput Screen for Regulators of Epigenetic Control; murine LDR cells, GFP reporter derepression, 30 h; Potency, µM (top dose mostly 53.9 µM), for the others: at the highest dose GFP activation, most hits filed as activators; 280,000 compounds, 0.2% hits; AID 1865, 2009; further: potency means the concentration at half of the fitted maximal effect; % of control where 0% means no effect; nearly all actives have a fitted effect of over 60% in size
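Murine LDR cells bearing a silenced CMV-driven GFP reporter were exposed to compound for 30 h at 37 C. After PBS washes, GFP-positive cells (20-120 um objects) counted by laser-scanning microplate cytometry.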
HttQ103 aggreg: qHTS Multiplex Assay to Identify Dual Action Probes in a Cell Model of Huntington: Aggregate Formation (GFP); PC12 HttQ103-GFP aggregates, Acumen cytometry, 40 h; Potency, µM (doses to about 46.1 µM), inactives show at the highest dose activity change, negative = inhibition, most hits filed as inhibitors; 220,000 compounds, 1.1% hits; further: potency means the concentration at half of the fitted maximal effect; on the % scale 0 is the no-effect control and ±100 the full control effect; nearly all actives have a fitted effect of over 60% in size
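PC12 cells stably carrying ecdysone-inducible HTT exon 1 Q103–GFP were induced with tebufenozide (100 nM final) and treated with library compounds in titration. GFP aggregates in lysates were counted by laser scanning cytometry.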
IMPase Li cell: qHTS Assay for Identifying the Cell-Membrane Permeable IMPase Inhibitors: Potentiation with Lithium | 210,000 compounds, 0.35% hits | CHO-M1 cells, IP1 TR-FRET (IP-One), carbachol + lithium | AID 1457, 2008 | Potency, µM (highest dose often 59.4 µM), for inactives: at the top dose activity, negative = IMPase inhibition, most hits filed as inhibitors;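 further: IP1 builds up when IMPase is blocked and the TR-FRET signal falls; potency means the concentration at half of the fitted maximal effect; plate controls were basal vehicle for no effect and high inhibitor control for full effect; nearly all actives have a fitted effect of over 50% in size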
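CHO cells stably expressing M1 receptor (2000/well, cultured 16–30 h) treated 30 min at 37C with compound plus low lithium. Cytosolic IP1 by TR-FRET (665/620 ratio and 620 channel) after 10 min lysis; AC50 by Hill fit.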
KinaseGlo FLuc: Counterscreen for Luciferase (Kinase-Glo TM) Inhibition | Potency, µM (highest dose often 38.3 µM), without a hit: at the top dose activity change, negative = inhibition, actives largely listed as inhibitors | 200,000 compounds, 0.28% hits | Kinase-Glo luciferase, ATP luminescence, 8 min; further: potency means the concentration at half of the fitted maximal effect; on the % scale 0 is the no-effect control and ±100 the full control effect; nearly all actives have a fitted effect of over 60% in size
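Luminescence was the read-out, taken after 8-minute incubation at ambient temperature. Luciferase turned over luciferin with 10 uM ATP in imidazole pH 7.2 buffer containing KCl, MgCl2, Tween 20 and BSA.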
Lamin A splicing: qHTS Assay for Modulators of Lamin A Splicing. Potency, µM (series often up to 46.1 µM), inactives show at the highest dose ratio change, negative = inhibition, actives largely listed as inhibitors. AID 1487, 2009. HeLa LMNA splicing GFP/RFP minigene ratio, 48 h. 200,000 compounds, 0.01% hits; active means well fitted inhibition curve with a large enough effect in the signal ratio, with a control signal flat, not every such curve was filed as active; inconclusive means small, poorly fitted or top-dose-only effect, or effect the other way, or a change in a side signal; the % refers to the signal ratio; further: potency means the concentration at half of the fitted maximal effect; on the % scale 0 is the no-effect control and ±100 the full control effect
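S3 HeLa stable clones carrying a lamin A-EGFP splicing minigene plus DsRed2 were seeded at 600 cells/well in Opti-MEM with 2% FBS, pin-dosed and incubated 48 h at 37°C. Acumen cytometry (488 nm) gave the GFP/RFP total-intensity ratio.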
* hit, by the source's call; ? = inconclusive; . = not tested or not shown; & = joins results of further samples; [ ] = another dose, or the depositor's remark. Unless noted, the call rests on the fitted dose curve; in most records, active means well fitted curve in the direction sought with a large enough effect; inconclusive means small, poorly fitted or top-dose-only effect, or another doubt; inactive means no such curve, though single readings can be large; an effect the other way counts as inactive or inconclusive.

SMILES	NPSR antag	CBFb-RUNX1 inh	Epigenetic derep	HttQ103 aggreg	IMPase Li cell	KinaseGlo FLuc	Lamin A splicing
c1ccc(-c2n[nH]c3ccccc23)cc1	9%[46.1 µM]	16%	-1.7%	3%	-6%[38.3 µM]	2%	-9%
O=C(c1ccc2c(c1)OCCO2)C1CCN(S(=O)(=O)c2cccc(F)c2)CC1	?	7%	8.1%	?	-6%[38.3 µM]	2%	-1%
CN1CCN(C(=O)C2=C[C@@H](c3csc4ccccc34)C[C@@H](OCc3ccc(CO)cc3)O2)CC1	41%	3%	1.2%	11%[9.22 µM]	9%	.	.
O=C(CSc1nnc2c(Cl)cc(Cl)cn12)N1CCN(c2ccc(F)cc2)CC1	3%	1%	1.0%	-1%	-8%	-1%	5%
CCCNC(=O)CC1Sc2ccccc2NC1=O (configuration not stated)	-4%[46.1 µM]	-1%	0.9%	-9%	13%[38.3 µM]	-3%	-3%
CCCn1c(S(=O)(=O)O)nc2ccccc21	12%	8%	2.4%	-9%[9.22 µM]	.	.	.
COC(=O)C1=C(C)N(CC2CC2)C(=O)N[C@H]1c1ccc(Br)cc1	-39%	-1%&-2%	0.0%&1.0%	11%	2%&21%	-9%&-1%	?
CC1=CC2=NC(=O)/C(=C\c3cc(C)n(-c4cccc(Cl)c4)c3C)C(=N)N2O1	-52%	-5%	14%	-29%	16%	2%	-12%
CC(Oc1ccccc1)C(=O)Nc1ccc(S(=O)(=O)NCC2CCCO2)cc1 (configuration not stated)	-11%[46.1 µM]	11%	-16%	-14%	23%[38.3 µM]	0%	?
COc1ccc(C2c3ccc(O)cc3Oc3ncn(Cc4ccccc4)c(=N)c32)cc1OC (configuration not stated)	?	-7%	-0.7%	7%[9.22 µM]	.	.	.
Oc1ccccc1CNc1ccc2c(c1)OCCO2	13%	-10%	0.2%	0%	13%	-5%	.
COc1ccccc1C(=O)N/C(=C\c1ccc(Br)cc1)C(=O)NCCCO	-7%	-1%	1.6%	-1%[9.22 µM]	3%	4%	-14%[46 µM]
COC(=O)Nc1ccc(OC)c(OC)c1	-8%[46.1 µM]	-1%	0.0%	-5%	1%[38.3 µM]	-1%	-1%
CCCCN(C)C(=O)C1CCN(C/C(C)=C/c2ccccc2)CC1	6%[46.1 µM]	3%	3.0%	-6%	16%[38.3 µM]	-2%	8%
CN(C(=O)CCc1nnc(CCCCc2ccccc2)o1)C1CCOCC1	-2%	4%	2.1%	2%[9.22 µM]	2%	1%	8%[46 µM]
CCOCCCn1c(=NC(=O)c2ccco2)c(C(=O)OCC)cc2c(=O)n3cccc(C)c3nc21	-21%	0%	-3.1%	19%[9.22 µM]	.	.	.
CCCCCNC(=O)c1ccccc1SC	-6%[46.1 µM]	0%	0.0%	-2%	26%[38.3 µM]	-4%	9%
Cc1ccc(N(CC(=O)Nc2ccc3c(c2)OCCO3)S(=O)(=O)c2c(C)n[nH]c2C)cc1	?	-4%	-1.1%	-4%	-1%[38.3 µM]	3%	6%
CN(CCC(=O)Nc1ccc2c(c1)OCO2)Cc1ccccc1	-12%[46.1 µM]	0%	1.1%	19%	1%[38.3 µM]	1%	8%
CCOC(=O)c1ccc(NS(=O)C23CC4CC(CC(C4)C2)C3)cc1 (configuration not stated)	-4%[46.1 µM]	1%	0.0%	5%	35%[activator][38.3 µM]	2%	19%
O=C(/C=C/c1cccc(Cl)c1)Nn1c(-c2cccs2)nc2ccccc2c1=O	-4%	-1%	0.0%	-21%	4%	-2%	-8%
CCOC(=O)c1ccc(NC(=O)CSc2nnc(CCc3ccc(C)o3)n2-c2ccccc2)cc1	-24%[46.1 µM]	8%	0.9%	6%	.	.	?
O=C(O)c1ccccc1SCC(=O)N1CCCCC1	0%[46.1 µM]	5%	0.1%	-3%	-9%[38.3 µM]	0%	4%
COc1ccc2nc(Nc3nc(CSc4nnnn4-c4ccccc4)cc(=O)[nH]3)nc(C)c2c1	-16%[46.1 µM]	0%	-0.2%	26%[9.22 µM]	23%[38.3 µM]	-1%	15%
CC1=NNC(=O)C(CC(=O)Nc2ccc(Cl)c(Cl)c2)C1 (configuration not stated)	16%	4%	-1.1%	-17%	-5%	-1%	-8%

Pulled by structure from above (three):
SMILES	NPSR antag	CBFb-RUNX1 inh	Epigenetic derep	HttQ103 aggreg	IMPase Li cell	KinaseGlo FLuc	Lamin A splicing
CN(CCC(=O)Nc1ccc2c(c1)OCO2)Cc1ccccc1	-12%[46.1 µM]	0%	1.1%	19%	1%[38.3 µM]	1%	8%
CC1=NNC(=O)C(CC(=O)Nc2ccc(Cl)c(Cl)c2)C1 (configuration not stated)	16%	4%	-1.1%	-17%	-5%	-1%	-8%
COC(=O)C1=C(C)N(CC2CC2)C(=O)N[C@H]1c1ccc(Br)cc1	-39%	-1%&-2%	0.0%&1.0%	11%	2%&21%	-9%&-1%	?

The list continues:
SMILES	NPSR antag	CBFb-RUNX1 inh	Epigenetic derep	HttQ103 aggreg	IMPase Li cell	KinaseGlo FLuc	Lamin A splicing
COc1ccccc1C1CC(=O)NC(C)=C1C(=O)OCC1CCCO1 (configuration not stated)	-6%[46.1 µM]	0%	0.0%	-9%	-4%[38.3 µM]	1%	18%
O=C(O)c1ccc(Oc2cccc([N+](=O)[O-])c2)cc1C(=O)O	1%[46.1 µM]	8%	3.8%	9%	4%[38.3 µM]	-4%	3%
CC(c1nccs1)N(C)C(=O)CCc1nnc(-c2ccc(-c3ccccc3)cc2)o1 (configuration not stated)	11%	3%	0.3%	?	.	.	.
Nc1nonc1/C(=N/O)N1CCN(CCO)CC1	16%[46.1 µM]	7%	-2.9%	5%	8%[38.3 µM]	0%	1%
Cc1ccccc1SCC(=O)OCC(=O)Nc1sccc1C(N)=O	15%	2%	0.0%	-2%	9%	-1%	-5%
CCN(CC)C(=O)c1ccc2c(c1)N(Cc1ccccc1)C(=O)CS2=O (configuration not stated)	-2%[46.1 µM]	17%	-0.8%	4%	16%[38.3 µM]	5%	-8%
COc1ccccc1CNC(=O)C(NS(=O)(=O)c1cccc2nsnc12)C(C)C (configuration not stated)	5%	3%	0.2%	4%[9.22 µM]	.	.	.
CCOc1ccc2c(=O)c(-c3ccc4c(c3)OCCCO4)c(C)oc2c1	-3%[46.1 µM]	-5%	2.6%	-2%	10%	-1%	4%
O=C(CCn1cnnn1)Nc1cccc(F)c1	5%	7%	0.0%	5%	-1%	-3%	-4%[9.22 µM]
COc1cc(-c2c(C#N)c(N)nc3c2CCCC3)ccc1O	-20%[46.1 µM]	2%	0.9%	-19%	9%[38.3 µM]	1%	?
Cc1cccc(CNc2ncncc2-c2ccccc2C(F)(F)F)c1	.	.	2.8%	.	16%	-4%	?
COC(=O)C(Cc1cnc(Cl)s1)(C(=O)OC)c1ccc([N+](=O)[O-])cc1[N+](=O)[O-]	-5%[46.1 µM]	-12%	-0.2%	-16%	34%[activator][38.3 µM]	-2%	4%
COc1ccc(OC)c(NC(=S)NCc2ccc(S(N)(=O)=O)cc2)c1	3%	9%	1.6%	19%[9.22 µM]	5%	1%	-6%[46 µM]
Cn1cnnc1SCC(=O)Nc1ccc2nc(SCc3cccc4ccccc34)sc2c1	-13%[46.1 µM]	-12%	-0.3%	?	13%[38.3 µM]	-5%	?
Cc1cccc(-n2c(O)c(C=Nc3ccccc3-c3n[nH]c(=S)[nH]c3=O)c3ccccc3c2=O)n1	50%	6%	1.0%	-15%[9.22 µM]	.	.	.
CCN1CCN(C(=S)c2ccc([N+](=O)[O-])cc2)CC1	17%	-2%	1.0%	-1%	-10%	1%	-10%
CC1(C)CC(=O)c2cn3ncnc3nc2C1	-10%[46.1 µM]	4%	-0.9%	-5%	-23%[38.3 µM]	0%	-4%
CC1CCC(N(C(=O)c2csnn2)C(C(=O)NC(C)(C)C)c2cccnc2)CC1 (configuration not stated)	2%	-4%	-1.1%	-1%	12%	-2%	.
C/C(=C\C(=O)c1cccnc1)Nc1ccc(O)cc1	-20%[46.1 µM]	-28%	0.0%	-2%	4%[38.3 µM]	-3%	18%
CCn1c(=N)n(CC(=O)c2cccc([N+](=O)[O-])c2)c2ccccc21	16%	-3%	-5.3%	17%	0%	0%	2%
CCOC(=O)/C(C#N)=C/c1cn(CCC(=O)O)nc1-c1ccc(Cl)cc1	-32%	1%	1.0%	-8%	-8%	5%	-13%
O=C1COc2ccc(C(=O)CSc3nnnn3-c3ccccc3)cc2N1	-13%[46.1 µM]	2%	0.7%	4%	-8%[38.3 µM]	-2%	8%
Cc1ccc(S(=O)(=O)Nc2ccc3ccccc3n2)cc1	-6%	11%	-0.1%	-1%[9.22 µM]	.	.	.
COc1ccc(-c2csc(Nc3ccc(S(=O)(=O)Nc4cc(OC)nc(OC)n4)cc3)n2)cc1	?	0%	2.5%	?	12%	2%	?
O=C(COC(=O)CCNS(=O)(=O)c1ccc2c(c1)OCCO2)NC1CCCc2ccccc21 (configuration not stated)	-18%[46.1 µM]	-1%	-0.4%	3%	1%[38.3 µM]	13%	-2%
O=C(N/N=C/C=C/c1ccccc1)C1CC1(c1ccccc1)c1ccccc1 (configuration not stated)	?	-2%	-1.6%	-15%	26%[38.3 µM]	-3%	4%
Cc1ccc(CSC(Nc2ccc(F)cc2)=C(C#N)C#N)cc1	-27%	4%	1.1%	6.3µM*	2%	-1%	?
CCCc1cc(=O)[nH]c(SCC(=O)Nc2ccccc2C#N)n1	-12%[46.1 µM]	0%	-1.0%	-12%	24%[38.3 µM]	-5%	10%

Profiles as entered above:
COc1ccc(OC)c(NC(=S)NCc2ccc(S(N)(=O)=O)cc2)c1 reads NPSR antag = 3%; CBFb-RUNX1 inh = 9%; Epigenetic derep = 1.6%; HttQ103 aggreg = 19%[9.22 µM]; IMPase Li cell = 5%; KinaseGlo FLuc = 1%; Lamin A splicing = -6%[46 µM]
Cc1cccc(CNc2ncncc2-c2ccccc2C(F)(F)F)c1 reads NPSR antag = .; CBFb-RUNX1 inh = .; Epigenetic derep = 2.8%; HttQ103 aggreg = .; IMPase Li cell = 16%; KinaseGlo FLuc = -4%; Lamin A splicing = ?

Not all compounds are listed; rates above refer to the full screens.
